# Screens: PubChem BioAssay, Sanford-Burnham Center for Chemical Genomics
# PfG6PD inh: PfG6PD (Plasmodium falciparum) enzyme inhibition | actives 0.78% (n = 350,000) | AID 504690 | PfGluPho enzyme, NADPH resazurin-diaphorase fluorescence | inhibition, % at 20 µM;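 active means inhibition reaching at least a set limit at 20 µM in the primary screen, cut at about 59% in these data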;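 further: 0% = DMSO wells with substrate and 100% = DMSO wells lacking glucose-6-phosphate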
# UBC13 polyUb: inhibitors of human UBC13 polyubiquitin chain formation. TR-FRET. inhibition, % at 20 µM. actives 0.47% (n = 330,000); in the data active means inhibition above about 45%, passing the limit was not always enough
# Target sequence (P61088 whole entry, looked up): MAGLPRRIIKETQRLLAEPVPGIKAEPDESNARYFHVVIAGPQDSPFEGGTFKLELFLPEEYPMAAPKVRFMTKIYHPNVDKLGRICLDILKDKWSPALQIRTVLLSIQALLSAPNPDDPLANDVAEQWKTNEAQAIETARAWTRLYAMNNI
# SENP8 block-1: inhibitors of human SENP8 protease. purified SENP8, Z-RLRGG-aminoluciferin cleavage, luminescence. inhibition, % at 10 µM. actives 1.2% (n = 330,000). AID 2540; in the data active means inhibition above about 50%
# Target sequence (Q96LD8 whole entry, looked up): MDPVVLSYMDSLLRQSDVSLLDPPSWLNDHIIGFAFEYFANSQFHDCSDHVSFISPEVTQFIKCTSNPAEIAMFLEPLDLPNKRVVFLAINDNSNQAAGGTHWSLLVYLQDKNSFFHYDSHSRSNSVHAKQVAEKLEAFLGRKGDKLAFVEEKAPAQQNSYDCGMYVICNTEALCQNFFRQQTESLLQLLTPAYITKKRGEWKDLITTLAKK
# MIN6 prolif: inducers of beta-cell replication in MIN6 cells; MIN6 cells proliferation, ATPlite luminescence, 48 h; cells starved in 0.2% serum; 100% = growth in 10% serum; proliferation, % at 10 µM; actives 0.29% (n = 330,000); AID 2380;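 active means compounds whose signal lies at least 3.5 SD above the mean of all wells on their plate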;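 further: 0% = DMSO-treated cells in low-serum medium and 100% = 10% serum control; some compounds called inactive have numbers as strong as hits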
# HKDC1 inhibitor: blocks human hexokinase HKDC1 activity | Q2TB90 | recombinant HKDC1, G6PDH/diaphorase resazurin coupled fluorescence | inhibition, % at 20 µM | actives 0.16% (n = 340,000) | AID 493160;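 active means inhibition above about 35% when tested at 20 µM, limit read from the data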;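 further: plate controls were DMSO wells with enzyme for no effect and DMSO wells lacking enzyme for full effect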
#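 Test system: Recombinant HKDC1 (HK5) hexokinase enzyme, produced in-house | Input: HKDC1 at 5 µg/mL | Buffer or medium: Tris pH 8.0 buffer with MgCl2, Tween-20, BSA, BME | Schedule: 90 min reaction incubation at room temperature, dark | Technique: Resazurin-to-resorufin fluorescence via G6PDH and diaphorase coupling, 525/613 nm | Controls: DMSO wells with and without enzyme mix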
# SENP1 FRET inh: blocks the human SENP1 SUMO protease catalytic domain | actives 0.21% (n = 360,000) | inhibition, % at 10 µM | recombinant SENP1 catalytic domain, CyPet-SUMO1-YPet FRET cleavage | AID 624204 | Q9P0U3;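 active means inhibition at least 30% at 10 µM, raw YFP signal under a set limit, fluorescence ratio 0.5 to 1.5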;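 further: 0% = enzyme with DMSO and 100% = no enzyme wells; some results filed as inactive read as strong as hits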
# Target sequence (Q9P0U3 419-644 limits assumed): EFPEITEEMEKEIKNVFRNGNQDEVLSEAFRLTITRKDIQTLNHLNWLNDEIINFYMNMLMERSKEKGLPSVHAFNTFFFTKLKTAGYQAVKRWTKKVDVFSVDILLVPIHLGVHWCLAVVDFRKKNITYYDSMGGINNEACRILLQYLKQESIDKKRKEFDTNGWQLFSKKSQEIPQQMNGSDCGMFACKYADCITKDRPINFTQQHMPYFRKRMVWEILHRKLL
#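 Assay system: hSENP1 catalytic domain, recombinant. Amount: SENP1 enzyme, 20 pM final. Schedule: 50 min reaction, RT, dark. Technique: FRET, CFP and YFP emission. Control set: no-enzyme wells low, DMSO-plus-enzyme wells high control.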
# SENP6 block: blocks the human protease SENP6; Q9GZR1; Recombinant SENP6 catalytic domain, aminoluciferin luminescence; inhibition, % at 10 µM; actives 1.8% (n = 330,000); AID 2599;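 active means inhibition above about 50% at the single tested dose, limit read from the data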;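 further: plate controls were DMSO wells with enzyme for no effect and DMSO wells lacking enzyme for full effect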
# Target sequence (Q9GZR1 628-1112 limits assumed): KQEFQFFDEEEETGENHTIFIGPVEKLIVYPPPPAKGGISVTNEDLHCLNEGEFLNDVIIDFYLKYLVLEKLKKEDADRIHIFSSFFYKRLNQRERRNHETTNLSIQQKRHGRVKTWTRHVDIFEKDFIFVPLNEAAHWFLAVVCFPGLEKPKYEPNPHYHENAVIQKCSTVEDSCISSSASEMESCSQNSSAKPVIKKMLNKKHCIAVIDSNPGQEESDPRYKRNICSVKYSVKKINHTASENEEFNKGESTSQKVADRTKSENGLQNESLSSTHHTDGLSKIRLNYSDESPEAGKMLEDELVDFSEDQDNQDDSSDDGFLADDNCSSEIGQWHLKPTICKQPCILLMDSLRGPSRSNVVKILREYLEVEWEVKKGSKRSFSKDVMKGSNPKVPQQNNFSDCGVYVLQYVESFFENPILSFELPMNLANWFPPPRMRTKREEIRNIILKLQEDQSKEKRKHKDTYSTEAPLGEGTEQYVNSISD
# SENP7 inh: blocks the human protease SENP7; Q9BQF6; AID 434973; inhibition, % at 5 µM; actives 1.5% (n = 330,000); recombinant SENP7, Z-RLRGG-aminoluciferin luminescence, 40 min;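 active means inhibition above about 50% at the single test dose, limit read from the data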;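 further: plate controls were DMSO with enzyme for no effect and no enzyme buffer wells for full effect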
# SENP8 block-2: blocks human SENP8 cleavage of Nedd8 substrate; AID 602440; Q96LD8; actives 0.64% (n = 360,000); inhibition, % at 20 µM; recombinant SENP8, Nedd8 substrate fluorescence; in the data active means inhibition mostly above about 40%, no sharp cut-off; inactive means mostly below about 27%
# Numbers without * were called inactive; i = inactive; · = not tested or not shown.
SMILES,PfG6PD inh,UBC13 polyUb,SENP8 block-1,MIN6 prolif,HKDC1 inhibitor,SENP1 FRET inh,SENP6 block,SENP7 inh,SENP8 block-2
O=C(c1ccco1)N(Cc1cccc(F)c1)C1CCS(=O)(=O)C1 (stereo not drawn),8.3,2.5,-8.1,0.8,-2.4,0.2,-16.2,-2.4,12.0
CC(=O)Nc1cccc(Nc2nc(-c3ccccc3F)nc3ccccc23)c1,13.6,4.7,-12.7,-3.2,-0.9,0.8,1.3,-0.8,-282.0
Cc1ccc(NC(NC(=O)c2cccs2)C(Cl)(Cl)Cl)cc1C (stereo not drawn),27.9,-3.4,-4.2,0.1,1.6,1.7,-5.3,-12.0,22.4
CCCC(=O)Nc1ccc(C)c(O)c1,-0.1,3.8,-6.2,-2.7,-8.6,1.5,-1.4,-1.1,11.3
CC(=O)c1ccc(OCC(O)CN(C)Cc2cccs2)cc1 (stereo not drawn),2.9,3.9,7.4,0.9,-6.7,-0.4,7.9,1.1,9.9
CN1CCN(C(=O)CCN2C(=O)/C(=C/c3ccc(F)cc3)SC2=S)CC1,-17.2,-14.2,-21.5,-0.1,0.4,7.6,-17.7,-18.1,20.6
CCc1cccc(CC)c1-n1c(SCC(=O)N2CCc3ccccc32)nc(O)cc1=O,-11.2,-5.1,5.1,-2.3,-1.6,-2.2,9.0,4.5,11.5
COc1cccc(NC(=O)CN(C)C(=O)CN2C(=O)c3ccc([N+](=O)[O-])cc3C2=O)c1,3.7,-4.1,-3.0,5.9,1.7,4.1,6.3,7.4,26.4
CC(=O)Nc1ccc(NC(=O)CC(C)n2ccnc2)cc1 (stereo not drawn),-0.5,1.0,-9.1,4.0,-2.3,1.5,-8.4,-6.1,17.0
COc1cc(N/N=C/c2ccccc2O)ncn1,-2.4,-15.1,1.2,-4.8,4.2,-12.8,74.5*,71.0*,-19.1
COCCCNC(=O)Cn1cc(C(=O)C2CC2)c2ccccc21,-7.3,11.8,6.9,1.6,-5.0,0.6,-5.8,3.7,19.2
Cc1ccc(S(=O)(=O)NCC(=O)OCC(=O)N2C(C)CCCC2C)cc1 (stereo not drawn),-21.3,1.0,3.6,1.3,-4.8,2.6,0.0,-0.5,5.8
CCOC(=O)c1c(NC(=O)CN2CCC(C)CC2)sc(C)c1C,11.0,3.4,10.6,-5.2,-3.4,-0.9,-4.7,2.9,-14.8
CC(C)c1ccc(NC(=O)CSc2n[nH]c(=O)n2C2CC2)cc1,0.5,-10.8,-5.2,-2.6,-3.3,-0.5,-12.1,5.2,2.5
O=C(CSc1nnnn1-c1ccc(Cl)c(C(=O)O)c1)NC(c1ccccc1)c1ccccc1,-20.9,-1.8,-8.7,-1.3,0.1,-1.4,-10.1,3.3,27.3
O=c1cc(Cl)[nH]c(=O)n1CCNc1ncc(C(F)(F)F)cc1Cl,-20.9,0.1,33.5,0.4,-1.9,-107.3,58.3*,9.6,-39.7
O=C(c1cnn2c(C(F)(F)F)cc(-c3ccc(Br)cc3)nc12)N1CCOCC1,1.0,·,·,·,-5.1,-6.3,·,·,-102.8
O=C(Nc1ccc(Cl)cc1)c1ccco1,1.2,-0.7,-2.4,-1.0,-4.0,-1.6,3.0,6.5,3.8
Cc1ccc(/C=c2\sc3nc(-c4cccs4)nn3c2=O)o1,13.6,-1.7,-25.0,-3.8,3.9,-23.1,-27.0,-18.5,-27.4
CCOC(=O)C1=C(C)Nc2ccccc2N/C1=N\S(=O)(=O)c1ccccc1,-23.7,-1.9,-0.2,3.0,-0.1,1.7,-0.8,5.5,27.4
CCCNC(=O)C(Cc1ccccc1)NC(=O)c1ccc(C(F)(F)F)cc1 (stereo not drawn),-1.8,12.9,9.2,5.3,3.3,-0.3,-5.8,-4.6,14.4
N#Cc1ccc2c(c1)NC(=O)C1CCCN21 (stereo not drawn),15.6,-6.5,2.9,-1.8,0.0,-16.3,-0.6,1.9,-105.4
C[C@@H](NC(=O)c1nc[nH]c1C(=O)N(C)Cc1ccccc1)c1ccccc1,3.4,3.9,-1.6,1.2,2.3,-0.4,0.7,3.6,5.2
O=C(N/N=C1\CC(c2ccccc2)Oc2ccccc21)c1ccccn1 (stereo not drawn),0.1,10.5,1.8,-1.8,-4.4,0.9,1.7,6.7,-140.1
COc1ccc(C2C(C(=O)NCc3ccco3)c3ccccc3C(=O)N2C)cc1 (stereo not drawn),1.6,-9.2,0.9,-2.3,-4.1,0.2,-12.4,14.6,3.7
O=C(CNC(=O)c1ccc(OC(F)F)cc1)NC1CCCc2ccccc21 (stereo not drawn),-2.4,-2.0,-3.6,-1.4,-3.6,-1.9,-12.1,-11.7,-3.2
CCC(=O)c1ccc(N2CCN(C(=O)c3ccccc3Br)CC2)c(F)c1,0.5,14.3,3.4,-3.7,-5.4,2.0,16.6,16.7,-10.0
CCc1ccc(-c2cc(C(F)(F)F)n3nc(C(=O)Nc4c(C)nn(Cc5ccccc5Cl)c4C)cc3n2)s1,-1.6,38.7,-3.5,-2.6,-1.8,-26.4,-1.8,1.4,-387.9
Cc1cc(C)c(C)c(S(=O)(=O)N2CCN(CC(=O)NC(=O)NCc3ccccc3)CC2)c1C,7.5,2.9,-1.0,-3.7,-0.8,2.8,3.0,7.3,18.5
CC1(C)CC(=O)C(C=Nc2ccccc2C(=O)O)=C(O)C1,-5.0,-5.2,1.1,-0.3,4.1,1.6,-14.8,4.1,-41.6
CC(=O)NO,0.0,2.7,1.4,1.9,-3.8,-2.7,-8.1,4.2,5.0
COc1ccc(-n2c(-c3ccc(Cl)cc3)c[nH]c2=S)cc1,48.1,-2.8,-8.8,1.2,1.0,0.9,-34.0,3.6,-14.9
Cc1c(Cc2ccccc2)c(=O)oc2cc(OC(C)C(=O)NCC3CCC(C(=O)O)CC3)c(Cl)cc12 (stereo not drawn),12.4,-8.5,-5.6,0.8,6.5,1.2,-6.5,1.4,-191.0
Cc1cc(C)c(NC(=O)CN(C)C(=O)CCC(=O)c2ccc(C)s2)c(C)c1,6.1,-3.9,0.5,0.8,-5.1,-11.5,5.8,2.7,-14.5
C=CCN(C)CC/C=C1\c2ccccc2CSc2ccccc21,7.4,7.2,-11.3,-3.2,5.0,3.2,-21.8,-1.9,12.9
CN(CCCNC(=O)CCC(=O)N1CCOc2ccc(Cl)cc21)Cc1ccccc1,27.1,22.1,-12.4,0.9,-7.8,3.2,-4.4,-9.2,17.1
CCOc1cc(N2CCOCC2)c(OCC)cc1NC(=O)C(NC(=O)c1c(F)cccc1F)C(C)C (stereo not drawn),8.1,·,·,·,-2.4,1.2,·,·,5.5
CCCCn1c(N)c(N(CCOC)C(=O)c2ccc3c(c2)C(=O)N(c2ccccc2C)C3=O)c(=O)[nH]c1=O,-0.4,-4.1,3.1,-1.4,-2.1,-18.7,-10.9,0.6,-11.9
CCCCCCn1c(CN2CCN(C)CC2)nc2c1c(=O)n(C)c(=O)n2C,-2.3,2.1,-4.9,-4.4,-7.2,-9.4,-22.3,10.4,-4.1
COc1cc(C(=O)O/N=C2\CCCc3c2ccc(OC)c3[N+](=O)[O-])cc(OC)c1OC,-4.4,-0.9,0.5,0.1,1.3,-3.5,-8.8,-14.4,23.8
CN(Cc1nc2c(s1)CCCC2)C(=O)CCc1nnc(-c2ccccc2)o1,-14.6,-2.3,0.9,3.2,-0.1,0.5,1.9,4.5,9.7
Cc1cc(-c2ccc(Cl)s2)n[nH]1,-0.5,6.2,-15.6,-1.0,-4.1,0.8,-7.8,1.5,29.7
Nc1nonc1-n1nnc(C(=O)N/N=C\c2ccncc2)c1CN1CCCCC1,12.8,1.1,3.9,-0.1,2.2,2.7,9.0,-1.0,13.0
CCc1nc(NC(C)C)c2oc3ccccc3c2n1,-22.6,11.3,0.7,-7.0,-7.9,0.2,-0.8,-7.1,5.8
O=C(C1CCN(S(=O)(=O)c2cccc3cccnc23)CC1)N1CCn2c1nc1ccccc12,7.5,-2.5,-5.0,7.3,0.3,4.2,6.1,6.7,-1.7
CN(Cc1cccc(F)c1)C(=O)c1ccc(S(=O)(=O)N2CCOCC2)cc1,-11.2,11.4,11.1,-4.2,-4.0,2.4,-5.8,-2.2,14.7
CC1CC(C)(C)CC2(C1)NC(=O)N(CC(=O)Nc1cc([N+](=O)[O-])ccc1F)C2=O (stereo not drawn),8.6,5.6,4.2,-3.6,-3.2,-0.9,-6.9,-4.9,6.0
Cc1ccc(-c2nc3cnccn3c2Nc2c(C)cccc2C)o1,53.7,1.3,5.5,-6.2,2.1,-41.2,5.0,5.0,-408.2
Cc1cc(C(=O)N/N=C\c2ccc(COc3ccc([N+](=O)[O-])cc3)o2)ccc1[N+](=O)[O-],2.3,-9.4,0.9,0.0,-2.1,2.6,-11.1,-2.0,38.4
c1ccc(CCN2CCN(c3ncnc4c3cnn4-c3ccccc3)CC2)cc1,5.5,14.5,7.6,-5.3,-8.3,-6.4,15.7,-6.0,20.7

# 2 records drawn at random from those above:
SMILES,PfG6PD inh,UBC13 polyUb,SENP8 block-1,MIN6 prolif,HKDC1 inhibitor,SENP1 FRET inh,SENP6 block,SENP7 inh,SENP8 block-2
Cc1ccc(/C=c2\sc3nc(-c4cccs4)nn3c2=O)o1,13.6,-1.7,-25.0,-3.8,3.9,-23.1,-27.0,-18.5,-27.4
O=C(CNC(=O)c1ccc(OC(F)F)cc1)NC1CCCc2ccccc21 (stereo not drawn),-2.4,-2.0,-3.6,-1.4,-3.6,-1.9,-12.1,-11.7,-3.2

# The list continues.
SMILES,PfG6PD inh,UBC13 polyUb,SENP8 block-1,MIN6 prolif,HKDC1 inhibitor,SENP1 FRET inh,SENP6 block,SENP7 inh,SENP8 block-2
CCCCn1c(NCc2ccc3c(c2)OCO3)nc2ccccc21,-6.4,2.1,-9.1,-1.3,6.6,-0.7,-18.3,7.6,19.2
COc1cccc(CN(C(=O)c2cccc(OC)c2)C2CCS(=O)(=O)C2)c1 (stereo not drawn),3.2,1.7,3.7,-2.0,0.9,0.3,2.1,0.1,9.7
Cc1cc(C)n2ncc(C(=O)NCc3ccccc3)c2n1,-8.1,14.4,-6.0,-1.5,2.5,2.5,-7.0,-3.6,i
Cc1cc(Br)ccc1SCC(=O)OCC(=O)Nc1ccccc1C#N,-16.1,-1.6,-9.2,-0.1,1.5,5.4,-14.4,-7.9,26.3
O=C(COC(=O)c1ccc(OC(F)F)cc1)NCCC1=CCCCC1,2.2,8.1,-3.0,-2.6,-0.6,0.5,-16.0,2.1,5.9
CC(Sc1nnnn1C)C(=O)Nc1ncc(Cl)cc1Cl (stereo not drawn),-4.5,-1.7,-3.6,-0.1,-6.3,-0.9,-1.9,-0.1,29.4
CC(NC(=O)c1cccnc1)C(c1ccccc1)N1CCN(C)CC1 (stereo not drawn),3.8,5.6,-2.3,2.9,5.3,1.1,-12.1,0.3,15.0
CC(=O)Nc1ccc(NC(=O)CSc2nnc(-c3ccc(NS(C)(=O)=O)cc3)n2C)cc1C,-6.1,-3.5,3.7,-2.4,11.2,2.0,-8.0,1.6,2.6

# A few values from above.
# In SENP6 block, `O=C(COC(=O)c1ccc(OC(F)F)cc1)NCCC1=CCCCC1` reads -16.0
# In SENP8 block-1, `Cc1cc(C)n2ncc(C(=O)NCc3ccccc3)c2n1` reads -6.0
# In UBC13 polyUb, `CC(=O)Nc1ccc(NC(=O)CSc2nnc(-c3ccc(NS(C)(=O)=O)cc3)n2C)cc1C` reads -3.5
